From PubChem
EBV gp42 inh – inhibitors of Epstein-Barr virus glycoprotein 42 | hit rate 0.42% among 220,000 | inhibition, % (tested at 21.74 µM) | AID 1085 | Q1HVG2 | Fluorescence polarization binding assay, mP read-out; in the data active = inhibition above about 50%
Calpain2 inh – calpain II (pig) inhibition; purified calpain II, fluorogenic peptide substrate, 30 min; inhibition, % at 16 µM; hit rate 0.37% among 220,000; AID 1236;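 active = inhibition above about 50%, limit read from the data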
p97 ATPase inh – human p97 ATPase inhibition. P55072. recombinant p97 ATPase, Kinase-Glo ATP luminescence, 3 h. inhibition, % at 8 µM. hit rate 0.42% among 220,000; in the data active = inhibition above about 15%;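 note: 0% = DMSO vehicle and 100% = wells lacking enzyme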
p47phox inh – p47phox (human) inhibition. P14598. p47phox/p22phox peptide binding, fluorescence polarization, 2 h. inhibition, % at 24.7 µM. hit rate 0.53% among 220,000;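 active = inhibition above about 30%, limit read from the data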;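 note: 0% = p47phox with labelled peptide and 100% = labelled peptide alone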
Target sequence (P14598 whole entry, looked up): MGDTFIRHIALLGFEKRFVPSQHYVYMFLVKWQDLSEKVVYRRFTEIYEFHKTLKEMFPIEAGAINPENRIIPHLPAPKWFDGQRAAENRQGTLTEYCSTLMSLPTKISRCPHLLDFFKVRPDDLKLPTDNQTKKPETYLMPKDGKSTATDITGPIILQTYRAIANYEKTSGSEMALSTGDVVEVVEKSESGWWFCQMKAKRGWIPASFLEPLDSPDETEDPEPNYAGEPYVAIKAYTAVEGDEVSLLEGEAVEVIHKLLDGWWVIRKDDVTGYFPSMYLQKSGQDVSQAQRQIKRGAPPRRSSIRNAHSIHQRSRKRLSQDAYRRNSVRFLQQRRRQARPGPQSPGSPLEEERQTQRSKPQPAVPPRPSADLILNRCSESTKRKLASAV
RBBP9 inhibitor – inhibitors of human serine hydrolase RBBP9; inhibition, % at 7.94 µM; recombinant RBBP9, FP-Rh probe fluorescence polarization; AID 1515; hit rate 0.2% among 220,000; O75884;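 active = inhibition above the campaign mean of all tested compounds plus 3 SD, cut at about 14% in these data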;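 note: plate controls were DMSO wells with RBBP9 for no effect and wells lacking RBBP9 protein for full effect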
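Measured by: FP readout at 525/598 nm; material: recombinant human RBBP9; also added: Serine-hydrolase probe FP-Rh, 375 nM pre-mixing; medium: Tris buffer pH 8.0, NaCl, Pluronic; replication: one well per compound; doses: one concentration, 7.94 µM nominal, 0.794% DMSO; timing: preincubation 30 min plus labeling 45 min at 25 °C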
TbHK1 inh – blocks Trypanosoma brucei hexokinase 1 activity | recombinant TbHK1, G6PDH-coupled NADH A340 | inhibition, % at 10 µM | hit rate 0.11% among 220,000;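 active = inhibition of 50% or more in the single-dose primary screen; inactive = inhibition below 50%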
Runt-CBFb FRET – Runt domain-CBFb interaction inhibition; hit rate 0.46% among 220,000; inhibition, % at 20 µM; Q01196+Q13951; Cerulean-Runt/Venus-CBFb FRET ratio 530/480, 1 h;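 active = inhibition over about 50% at 20 µM in the single-dose screen, limit read from the data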;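 note: 0% = DMSO wells and 100% = excess unlabeled CBFb competitor control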
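Reagent – Venus-CBFb binding partner, 100 nM · Assay system – Cerulean-tagged RUNX1 Runt domain (FRET donor) fusion protein · Input – 100 nM per protein · Incubation – two 1 h room-temperature incubations shielded from light · Measured by – FRET fluorescence · Medium – Tris buffer pH 7.5 with salts and BSA · Benchmarks – unlabeled CBFb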
Runt-SMMHC FRET – blocks binding of human RUNX1 Runt domain to CBFb-SMMHC | Q01196+Q13951 | Cerulean-Runt/Venus-CBFb-SMMHC FRET ratio 530/480, 1 h | inhibition, % at 20 µM | hit rate 0.74% among 220,000 | AID 1434;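 active = mean inhibition across duplicate retests at 20 µM reaching about 50%, limit read from the data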;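 note: 0% = DMSO wells and 100% = wells with excess untagged CBFb-SMMHC; inhibitors lower the FRET ratio by blocking Runt binding to CBFb-SMMHC; some results filed as inactive read as strong as hits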
Furin inh – blocks human furin protease activity; inhibition, % at 30 µM; P09958; purified furin, fluorogenic substrate cleavage; AID 463115; hit rate 0.061% among 220,000; in the data active = inhibition above about 25%; note: inactives centre near -15
Target sequence (P09958 108-714 limits assumed): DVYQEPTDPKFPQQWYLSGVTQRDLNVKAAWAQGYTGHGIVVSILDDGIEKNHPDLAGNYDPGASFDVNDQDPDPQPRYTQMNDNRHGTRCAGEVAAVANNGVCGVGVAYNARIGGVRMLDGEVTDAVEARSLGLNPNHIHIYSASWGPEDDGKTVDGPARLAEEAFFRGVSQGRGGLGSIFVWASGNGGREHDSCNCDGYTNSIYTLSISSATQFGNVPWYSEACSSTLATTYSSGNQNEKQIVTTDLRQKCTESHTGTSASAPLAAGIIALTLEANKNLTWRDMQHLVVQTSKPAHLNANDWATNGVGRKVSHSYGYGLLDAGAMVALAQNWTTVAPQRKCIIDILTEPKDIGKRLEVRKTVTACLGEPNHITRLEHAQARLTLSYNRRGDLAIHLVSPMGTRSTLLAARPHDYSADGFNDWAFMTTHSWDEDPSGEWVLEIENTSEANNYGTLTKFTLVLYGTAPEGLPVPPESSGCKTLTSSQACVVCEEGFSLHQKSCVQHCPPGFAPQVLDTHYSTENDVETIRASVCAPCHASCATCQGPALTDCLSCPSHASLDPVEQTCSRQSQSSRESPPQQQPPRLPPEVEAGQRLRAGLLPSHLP
* marks the source's active call; other numbers are inactive results; i = inactive; . = not tested or not shown; [ ] = dose if it differs, or a comment.

Values run as follows: Runt-CBFb FRET	Runt-SMMHC FRET	TbHK1 inh	Calpain2 inh	RBBP9 inhibitor	Furin inh	EBV gp42 inh	p97 ATPase inh	p47phox inh
CCn1c(CSCc2ccc(C)cc2)nnc1SCC(=O)N1CCN(c2ccccc2)CC1
 : -6	-1	4	17	-15	2[20 µM]	3	-4	-13
COc1ccc(OCCSc2nnc(CCNC(=O)c3ccc(OC)cc3)n2C)cc1
 : .	5	1	-8	1	-9	-2	-3	-14
COc1ccc(Cn2nnnc2CN2CCC(c3nc4ccccc4s3)CC2)cc1
 : -3	-5	-2	22	-1	-13	15	-2	4
Cc1cc(C)nc(N/N=C/c2ccccc2OCc2ccc(Cl)cc2)n1
 : -1	5	-4	0	11	-12	10	2	-5
Nc1ccc(C(=O)N/N=C/c2sc(N3CCOCC3)nc2-c2ccccc2)cc1
 : 5	2	-12	-81	-7	4	-19	6	-23
Cc1nn(CC(=O)OCCOc2ccc(Br)cc2)c(C)c1[N+](=O)[O-]
 : 0	0	0	13	-7	-29	-22	-2	-8
CC1CCN(C(=S)c2cccc(O)c2)CC1
 : 29	1	-5	-30	-7	-25	2	0	-10
CC(C)C(C)NC(=O)COc1ccc(OCc2ccccc2)cc1 (stereo not drawn)
 : -2	0	3	1	-6	-1	-17	-4	-8
O=C(Nc1nccs1)C1CCN(S(=O)(=O)c2c(Cl)cccc2Cl)CC1
 : 1	-3	-5	3	-4	-8[20 µM]	-1	1	-30
O=C1CC(c2ccccc2)CC(O)=C1C=Nc1ccccc1O (stereo not drawn)
 : .	.	-3	-6	-9	-22	-9	3	-11
O=C(NCc1ccccc1)N(Cc1cc2cc3c(cc2[nH]c1=O)OCO3)CC1CCCO1 (stereo not drawn)
 : -4	-7	-21	-234	-6	-21	-4	-1	-14
COc1ccc(NC(=O)CC23CC4CC(CC(C4)C2)C3)cn1
 : 0	1	8	26	-7	-7	-6	-8	-2
COc1cc(OC)c(OC)cc1CN1CCN(S(=O)(=O)c2ccc(F)cc2)CC1
 : 3	1	-12	0	-2	-20[20 µM]	2	-1	-9
COCCNc1nnc(SCC(=O)c2ccc3c(c2)OCO3)s1
 : 0	-8	-8	-18	-7	-21	-5	0	-4
O=C(COC(=O)c1ccc(Cl)nc1)NCCC1=CCCCC1
 : -2	-4	1	-4	1	-17	-11	1	-9
CCC(C(=O)OCCN(CC)CC)c1ccccc1 (stereo not drawn)
 : 0	1	2	-18	-6	-20	-4	2	2
Cc1cc2ncn(C(=O)c3ccc4c(c3)OCO4)c2cc1C
 : 1	3	3	16	-1	-23	8	7	4
O=C(Cc1ccc(Cl)cc1Cl)NCC1(N2CCOCC2)CCCCC1
 : -2	0	-1	17	-4	-16	-14	5	-17
O=C(CNC(=O)c1ccc(Oc2ccccc2)cc1)OCc1ccc(Br)cc1
 : -1	-2	-8	0	-13	-30	-4	2	-2
O=C(N[C@@H](Cc1c[nH]c2ccccc12)C(=O)O)c1ccccc1Cl
 : 0	2	13	-1	-8	-5	2	-6	-7
CCCOP(=O)(c1ccc(N(C)C)cc1)C(Nc1ccccc1)c1ccc(N(C)C)cc1 (stereo not drawn)
 : -3	-5	-7	-28	3	28*	-22	4	-31
COc1ccc(C2(CNC(=O)c3ccc(Br)o3)CCOCC2)cc1
 : 0	-4	-2	30	-7	3[20 µM]	-5	4	-6
CC(=O)Nc1cccc(NC(=O)CSc2nnnn2Cc2ccccc2)c1
 : -1	-3	-1	11	-8	-10	5	2	-2
O=C(Cn1cnc2ccccc2c1=O)NCC(=O)N1CCOCC1
 : 0	2	5	16	-6	-24	-6	3	4
CCOC(=O)CC(N)c1cccc([N+](=O)[O-])c1 (stereo not drawn)
 : 0	93	-9	-23	0	-18	7	1	5
Cc1ccc(C)c(-n2c(SCC(=O)N3CCC(C(=O)O)CC3)nnc2-c2cccc(Cl)c2)c1
 : -5	0	-9	-32	-8	-11	3	-7	-8
Cc1ccc(N2CCN(c3ccc(C)cc3)C2c2ccncc2)cc1
 : -3	2	-4	-56	-1	-4	-6	5	-8
O=C(OCCN1CCN(c2ncc(C(F)(F)F)cc2Cl)CC1)c1ccc(F)cc1
 : -4	-7	1	9	-7	0[20 µM]	-8	-2	-7
CN1C(=O)/C(=C/C=C2\SCCN2C)SC1=S
 : -17	-43	2	-8	-10	-21	-284	1	9
CCc1ccc(/C=N/NC(=O)c2cc(C)on2)s1
 : -2	-3	-49	-2	7	-5	-8	5	8
O=C(Nc1ccc(F)cc1)C(NC1CCCCC1)c1ccccc1 (stereo not drawn)
 : -1	-5	0	1	-6	-19	3	1	-7
Clc1ncnc2scc(-c3ccc(Br)cc3)c12
 : 1	-3	42	20	-8	3	-4	0	-13
S=c1[nH]nc(-c2cccs2)n1C1CCCCC1
 : -1	17	-6	15	3	-22	-9	11	8
COc1cc(-c2ccc(NC(=O)CN3CCCCC3)c(OC)c2)ccc1NC(=O)CN1CCCCC1
 : .	.	3	.	1	-2[20 µM]	.	-4	.
CCC(C(=O)NC1CCCC1)N(Cc1ccco1)C(=O)Cn1nnc(-c2ccc(C)cc2)n1 (stereo not drawn)
 : -2	6	1	50	-4	-23[20 µM]	-15	1	0
CCOc1ccc2[nH]c3c(N4CCN(C(=O)c5ccco5)CC4)ncnc3c2c1
 : -6	0	-11	-195	-4	-25	-15	4	-29
CCOC(=O)N1CCN(S(=O)(=O)N(C)C)CC1
 : 0	-2	9	4	-10	-20	-17	4	-1
CC(=O)Nc1cc(Br)ccc1O
 : 6	-4	-1	8	-1	-22	-13	5	2
Cc1ccc(Cl)cc1N1CCN(C(=O)c2cc3c(=O)[nH]c4ccccc4c3n2C)CC1
 : -6	-10	-6	-8	-3	-29	2	4	-5
O=C(CSc1nn(-c2ccc(F)cc2)c(=S)s1)NC(=O)NCc1ccco1
 : 15	3	1	-59	-6	-11[20 µM]	-18	7	-29
Cc1nc2c(C)cccn2c1/C(O)=C1\C(=O)C(=O)N(CCN2CCOCC2)C1c1ccncc1 (stereo not drawn)
 : 0	4	-17	10	1	-13	1	9	-9
CC(C)CCNc1nc(-c2ccco2)c2c(c1C#N)CCCC2
 : 5	2	12	-148	-7	-19[20 µM]	-18	-1	-41
O=c1c(Cl)c(Cl)cnn1Cc1ccccc1Cl
 : -3	-3	-14	-35	-7	-20	1	8	2
COc1ccc(CNC(=S)N/N=C/c2ccncc2)cc1
 : 0	0	11	18	-10	13	-4	2	-5
CCCCCNC(=O)c1cccnc1SCC(=O)Nc1ccccc1OC
 : 0	0	37	3	-9	-5	-39	-3	-11
Cc1ccc2c(c1)C(=O)C(=O)N2CCOc1ccccc1
 : -2	-2	0	3	4	-22	-15	4	6
Cc1nc(SCC(=O)c2ccccc2)n[nH]1
 : 13	8	-1	-9	1	-20	-19	-3	3
CCOC(=O)c1sc(NC(=O)CSc2nc3c(c(=O)n2-c2ccc(F)cc2)SCC3)c(C(=O)OCC)c1C
 : -1	-2	-10	-13	-11	-8	-9	0	-15
COc1cccc(Cn2c(NCc3cccnc3)nc3c2c(=O)n(C)c(=O)n3C)c1
 : -1	-5	2	-13	0	-8[20 µM]	-3	7	-7
O=C(NCCc1ccccc1)C(c1ccccc1)N(C(=O)c1csnn1)C1CC1 (stereo not drawn)
 : 3	-2	-1	-24	-9	-31	-18	2	-13
CCCn1c(SCC(=O)N2CCCC(C)C2)nnc1-c1cccnc1 (stereo not drawn)
 : 0	-3	7	32	-6	-14	-21	-4	-36
O=C(COC(=O)c1ccccn1)c1ccc(Br)cc1
 : 2	1	2	5	-12	-7	-8	-5	-2
CC(C)(C)c1csc(N(CCC#N)CCC#N)n1
 : 4	0	-3	-3	-3	-22[20 µM]	-3	-4	-7
Cc1c(N2C(=O)CS/C2=N\N=C\c2ccc(Cl)cc2)c(=O)n(-c2ccccc2)n1C
 : 2	-6	-10	21	0	-7	-21	-3	3
c1ccc(-n2cccc2CNC2CCCCC2)cc1
 : -2	-4	6	-8	-6	-13	-12	-3	-1
Cc1ccc(C(=O)NN(CCC#N)C2=NS(=O)(=O)c3ccccc32)cc1
 : .	.	-9	-6	-1	-26	-4	5	-5
O=C(/C=C/N1CCOCC1)c1coc2ccccc12
 : -1	0	-48	7	5	3	5	8	-10
COc1ccccc1N(C)S(=O)(=O)c1ccc(C(=O)OCC(=O)N(C)c2ccccc2)cc1
 : 0	-4	0	16	-8	-17	-10	-1	-6
CCOC(=O)N1CCN(C(=O)c2c(-c3ccccc3)noc2C)CC1
 : 1	0	1	-6	1	-20	6	-1	-5
COC(=O)c1sccc1NC(=O)C1C2C=CC(O2)C1C(=O)O (stereo not drawn)
 : 0	1	0	23	-6	-8[20 µM]	-7	1	-1

Whole records, looked up by structure. Order of screens: Runt-CBFb FRET	Runt-SMMHC FRET	TbHK1 inh	Calpain2 inh	RBBP9 inhibitor	Furin inh	EBV gp42 inh	p97 ATPase inh	p47phox inh
Profile of `O=C1CC(c2ccccc2)CC(O)=C1C=Nc1ccccc1O` (stereo not drawn) = .	.	-3	-6	-9	-22	-9	3	-11
Profile of `CCOC(=O)N1CCN(C(=O)c2c(-c3ccccc3)noc2C)CC1` = 1	0	1	-6	1	-20	6	-1	-5
Profile of `COc1ccc(Cn2nnnc2CN2CCC(c3nc4ccccc4s3)CC2)cc1` = -3	-5	-2	22	-1	-13	15	-2	4

(list continues)
Values run as follows: Runt-CBFb FRET	Runt-SMMHC FRET	TbHK1 inh	Calpain2 inh	RBBP9 inhibitor	Furin inh	EBV gp42 inh	p97 ATPase inh	p47phox inh
O=C(Cn1cnc2c(cnn2-c2ccccc2)c1=O)N1CCOCC1
 : 0	2	2	1	3	-38	-6	5	-3
C/C(=N\NC(N)=O)c1c(F)cccc1F
 : 0	0	1	-23	-1	-4	-11	4	-3
O=C(NCCN1CCN(C(=O)c2cc3ccccc3oc2=O)CC1)c1cc2ccccc2oc1=O
 : 9	33	-24	-19	-4	-4	-18	0	-10
Cc1cccc(-n2c(N)c(C(=O)NCCN3CCOCC3)c3nc4ccccc4nc32)c1
 : 79*	61*	-21	i	0	-57	-9	4	-11
CC(=O)c1ccc(S(=O)(=O)Nc2ccc(-c3cn4c(n3)SCC4)cc2)cc1
 : 1	-6	-6	-276	-1	-18	-8	6	-18
O=C(O)COc1ccc(Oc2ccccc2)cc1
 : -2	3	-4	-37	-8	-29[20 µM]	-2	-4	-9
COc1cc(OC)nc(NC(=O)C(C)C)n1
 : 2	0	-3	0	-1	-15	-6	-1	-9
O=C(CSCc1ccc(F)cc1)Nc1ccc(F)cc1
 : -3	2	2	3	-4	-27	-13	3	-7
CC(=O)N1SC(N)=NC1c1ccccc1 (stereo not drawn)
 : -3	41	33	26	-7	-20	11	1	5
C1CSC2(N1)C1CC3CC2CC(C1)C31NCCS1 (stereo not drawn)
 : .	0	-2	8	-3	-8[20 µM]	-10	0	-14
COc1ccc(CCN=c2c([N+](=O)[O-])nn(-c3cccc(C)c3)n2O)cc1OC
 : -1	-4	-10	-3	-6	-8	6	1	1
O/N=C(\COc1ccccc1O)c1ccccc1
 : -2	-2	0	-2	-1	-30	-5	2	-5
CCCC(C)C(=O)OCC(=O)NCc1ccc(OC)c(OC)c1 (stereo not drawn)
 : 0	-2	-2	-4	-2	-24	-9	4	-5
COC(=O)CCCCCCCCCCN1CCCCC1
 : 2	2	10	-7	-1	-21	-12	3	-10
Clc1ccc2nc(N3CCCCC3)[nH]c2c1
 : 1	-15	6	4	2	-16[20 µM]	-16	-1	-7
O=C(O)/C=C/C(=O)N1CCN(c2cccc(Cl)c2)CC1
 : -1	-2	2	-23	-2	-12	-1	8	-5
